Source: PubChem BioAssay (several laboratories)
LMPTP block – blocks human LMPTP phosphatase. P24666. recombinant LMPTP-A, OMFP fluorogenic substrate, fluorescence intensity. inhibition, % at 20 µM. hit rate 0.22% among 360,000;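 active means compounds that cut the enzyme signal by at least half of the control window in the single-dose screen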;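 further: plate controls were DMSO wells with enzyme plus substrate for no effect and substrate without enzyme for full effect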
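Test system – LMPTP-A enzyme · Amount – LMPTP-A at 0.625 nM final in the reaction · Buffer or medium – Bis-Tris pH 6.0, DTT, detergent · Reagent – OMFP 400 µM · Doses – single 20 µM dose · Schedule – reaction 50 min, room temperature, dark · Detection – fluorescence intensity of OMFP turnover product · Evaluation – percent inhibition versus substrate-only and uninhibited controls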
PABP1 MLLE inh – blocks PAM2 peptide binding to the PABP1 MLLE domain; P11940; GST-MLLE / FITC-PAM2 fluorescence polarization; inhibition, % at 20 µM; hit rate 0.36% among 360,000; AID 588489; in the data active means inhibition above about 35%, passing the limit was not always enough;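 further: plate controls were DMSO wells with GST-MLLE for no effect and wells lacking GST-MLLE protein for full effect; some results filed as inactive read as strong as hits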
Tb MetRS inh – blocks T. brucei methionyl-tRNA synthetase activity; hit rate 0.4% among 360,000; inhibition, % at 11.9 µM; AID 624268; purified T. brucei MetRS, ATP depletion, Kinase-Glo luminescence;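 active means inhibition above a per-plate cutoff of the control wells' mean inhibition plus 3 SD, cut at about 5.5% in these data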;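 further: 0% = DMSO wells median and 100% = median of wells with control inhibitor compound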
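Assay system: T. brucei methionyl-tRNA synthetase, purified | Medium: HEPES buffer with MgCl2, KCl, DTT, spermine, BSA, pyrophosphatase | Compound: 11.9 µM single point | Incubation: 15 min enzyme-compound preincubation, 2 h reaction, 10 min detection, 25 °C | Measured by: Kinase-Glo luciferase luminescence reporting remaining unconsumed ATP | Measure: % inhibition normalized to control-well medians | Replication: Singlicate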
NadD inh – inhibitors of Staphylococcus aureus NadD; purified NadD enzyme, colorimetric absorbance read-out; hit rate 0.78% among 360,000; AID 602399; inhibition, % at 20 µM; in the data active means inhibition above about 26%; further: some compounds past the cut are filed as inactive
Scp-1 inhibitor – blocks human Scp-1 phosphatase activity; Q9GZU7; Recombinant Scp1, phosphopeptide, malachite green phosphate absorbance; inhibition, % at 20 µM; hit rate 0.88% among 340,000; AID 493091;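 active means inhibition above about 50% at 20 µM, limit read from the data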;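 further: plate controls were DMSO wells with enzyme for no effect and wells lacking enzyme for full effect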
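Times: enzyme reaction 45 min at room temperature, colour 5 min, stabilisation 30 min. Material: SCP-1 catalytic fragment, aa 76-261. Medium: Acidic Tris acetate buffer with magnesium and detergent. Signal: colorimetric free-phosphate detection, absorbance 630 nm. Read-out basis: % inhibition of SCP-1 phosphate liberation. Reagent: Phosphorylated 17-residue peptide substrate.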
Rpn11 block – Rpn11 (human) deubiquitinase inhibition | human 26S proteasome, Ub4-pepOG fluorescence polarization; 20S core pre-blocked with epoxomicin | calls only at 20 µM | hit rate 0.59% among 360,000;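 active means inhibition at 20 µM, scaled to each plate's controls, above about 33%, limit read from the data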
CSN deneddyl inh – blocks human CSN-mediated cullin deneddylation; AID 651999; Purified CSN, SCF-Nedd8-OG deneddylation, fluorescence polarization; inhibition, % at 12.5 µM; hit rate 0.38% among 360,000;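 active means pattern-corrected inhibition above about 35%, with an unprinted fluorescence ratio check between 0.5 and 1.5, limit read from the data, passing the limit was not always enough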;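 further: 0% = enzyme with substrate and 100% = substrate without enzyme; some results filed as inactive read as strong as hits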
Target sequence (Q92905 whole entry, looked up, one chain of several): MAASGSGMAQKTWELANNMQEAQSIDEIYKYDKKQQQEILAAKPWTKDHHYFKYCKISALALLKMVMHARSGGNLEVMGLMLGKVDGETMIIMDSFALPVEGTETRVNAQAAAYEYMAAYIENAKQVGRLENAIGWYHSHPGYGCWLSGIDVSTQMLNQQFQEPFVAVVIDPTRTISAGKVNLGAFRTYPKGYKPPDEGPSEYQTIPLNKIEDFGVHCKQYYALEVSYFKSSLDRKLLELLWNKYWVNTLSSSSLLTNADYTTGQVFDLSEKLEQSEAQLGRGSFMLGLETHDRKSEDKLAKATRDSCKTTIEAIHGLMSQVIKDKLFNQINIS
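Assay system: HEK293T-derived human Csn5 enzyme; quantity: 0.24 nM enzyme; medium: Tris/NaCl/DTT buffer, pH 7.5; also added: substrate SCFSkp2-Nedd8OG, 10 nM; doses: 12.5 µM compound; schedule: 90 min reaction at room temperature; signal: FP; read-out: % inhibition of substrate cleavage by Csn5; benchmarks: substrate-only high control, full reaction low control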
SUMO1 PPI mod – modulators of human SUMO1-mediated protein-protein interactions; SUMO1 binding to a labelled peptide, TR-FRET, 1 h; inhibition, % at 20 µM; hit rate 0.33% among 360,000; AID 602429; in the data active means inhibition above about 37%
Target sequence (P63165 whole entry, looked up): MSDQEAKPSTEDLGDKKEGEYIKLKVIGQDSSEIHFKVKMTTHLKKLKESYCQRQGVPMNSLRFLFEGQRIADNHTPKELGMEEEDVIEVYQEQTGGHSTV
DNMT1 block – DNMT1 (human) enzyme inhibition. P26358. DNMT1 molecular beacon, Hinp1I cleavage, fluorescence. hit rate 0.83% among 360,000. inhibition (reported as % activation of signal), % at 10 µM; in the data active means inhibition above about 50%
STEP block – inhibitors of human striatal-enriched phosphatase STEP. P54829. hit rate 0.25% among 360,000. inhibition, % at 20 µM. recombinant STEP, OMFP fluorogenic substrate, fluorescence;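 active means inhibition at 20 µM, scaled per plate between control wells, above about 37%, limit read from the data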;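 further: 0% = DMSO with enzyme and substrate and 100% = substrate only without enzyme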
Target sequence (P54829 whole entry, looked up): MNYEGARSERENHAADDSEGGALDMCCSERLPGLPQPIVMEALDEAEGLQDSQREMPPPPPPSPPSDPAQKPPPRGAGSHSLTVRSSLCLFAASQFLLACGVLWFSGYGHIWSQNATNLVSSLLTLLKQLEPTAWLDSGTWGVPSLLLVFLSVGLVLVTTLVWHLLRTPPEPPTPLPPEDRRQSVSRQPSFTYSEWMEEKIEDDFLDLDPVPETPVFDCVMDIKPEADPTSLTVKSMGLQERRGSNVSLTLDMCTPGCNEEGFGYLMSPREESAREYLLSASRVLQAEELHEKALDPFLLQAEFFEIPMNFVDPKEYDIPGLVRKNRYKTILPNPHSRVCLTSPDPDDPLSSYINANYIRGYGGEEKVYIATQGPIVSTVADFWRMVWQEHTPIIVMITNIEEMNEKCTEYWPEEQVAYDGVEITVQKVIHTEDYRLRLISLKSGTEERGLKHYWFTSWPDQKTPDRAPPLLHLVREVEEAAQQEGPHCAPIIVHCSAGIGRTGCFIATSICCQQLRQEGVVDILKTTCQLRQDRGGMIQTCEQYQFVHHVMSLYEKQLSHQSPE
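Material: STEP (striatal-enriched tyrosine phosphatase) enzyme, cell-free; Compound dosing: 20 µM single dose in 1% DMSO; Technique: fluorescence read at 480 nm ex / 540 nm em; Times: reaction 20 min, ambient temperature; Medium: 50 mM Bis-Tris pH 6.0 with 2.5 mM DTT and 0.005% Tween 20; Also added: OMFP at 25 µM.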
* = called active by the depositor; i = inactive; nt = not tested or not shown. Rows were taken by chance; 3.6% or so of the library scored in one or more.

SMILES | LMPTP block | PABP1 MLLE inh | Tb MetRS inh | NadD inh | Scp-1 inhibitor | Rpn11 block | CSN deneddyl inh | SUMO1 PPI mod | DNMT1 block | STEP block
CN(C)CCCN=c1cc(-c2ccccc2)oc2ccc(Cl)cc12 | -5.6 | 10 | -1.2 | -16 | -5 | i | -4 | -5 | 52* | 0
COCCCN(CC(=O)O)S(=O)(=O)c1ccccc1 | -1.5 | 7 | -0.5 | -2 | -1 | i | 1 | 1 | -1 | 4
COc1ccccc1N1CCN(Cc2cn[nH]c2-c2ccc(F)cc2)CC1 | -0.8 | 3 | 0.5 | 2 | -4 | i | -1 | 3 | -3 | -1
CC(=O)C(C)Oc1ccc2c3c(c(=O)oc2c1)CCCCC3 (centres undefined) | -0.7 | -3 | -0.2 | 0 | -11 | i | 2 | -10 | 3 | -1
O=C(Cn1ccc(=O)[nH]c1=O)Nc1nccs1 | -1.0 | 9 | 0.0 | 0 | nt | i | 6 | 3 | -1 | -2
O=C(Nc1ccccn1)c1cccc(S(=O)(=O)N2CCCc3ccccc32)c1 | 2.1 | 14 | -0.2 | 1 | -2 | i | -3 | 5 | -1 | 0
O=c1c2ccccc2[nH]c2ccc(O)cc12 | 6.6 | 26 | 1.3 | 5 | 61* | i | 12 | 5 | 33 | 8
CC1(NC(=O)Cc2ccc(Cl)c(Cl)c2)CCS(=O)(=O)C1 (centres undefined) | 0.2 | 8 | 0.1 | 2 | -2 | i | -4 | 0 | 17 | -1
Cc1ccccc1OCCCC(=O)Nc1ccc(Br)cc1 | 2.7 | -5 | 6.4* | -11 | -15 | i | 3 | -3 | 3 | -4
Cc1c(CCC(=O)N[C@@H](C)C(=O)O)c(=O)oc2c(C)c3oc4c(c3cc12)CCCC4 | 2.1 | 14 | -1.0 | -3 | 5 | i | 2 | 20 | 0 | 2
COC(=O)C(CC(C(=O)OC)C(=O)OC)C(=O)OC | -1.6 | 7 | -1.1 | -5 | -6 | i | -2 | -1 | 2 | 0
CCOc1cc(N2CCOCC2)c(OCC)cc1NC(=O)c1ccc(S(=O)(=O)N(C)C)cc1 | -0.4 | -2 | -0.2 | -8 | 0 | i | 1 | -2 | 17 | 4
C=CCn1c(SCC(=O)N2CCN(C(=O)OCC)CC2)nc2c([nH]c3ccccc32)c1=O | -0.7 | 1 | 0.0 | -3 | nt | i | 5 | 0 | -5 | 3
CN(c1ccccc1C(=O)Nc1ccc(S(=O)(=O)N2CCCCC2)cc1)S(C)(=O)=O | 0.4 | -101 | 0.8 | 8 | 8 | i | -3 | 1 | 2 | -2
CCc1cccc(C)c1N=Cc1c(O)c2ccccc2oc1=O | 1.0 | 1 | -0.6 | -5 | -14 | i | 1 | -3 | 0 | 3
CC(C)C[C@H]1CNC(=O)C(=O)N1CC1CCN(CCC(C)(C)C)CC1 | -1.2 | 11 | -1.4 | 0 | 13 | i | 3 | 2 | -3 | -2
COC(=O)[C@@H]1C[C@@H]2CC[C@@H](O)C[C@@H]2N1Cc1ccc(C(F)(F)F)cc1 | -0.9 | -15 | 0.1 | 2 | 2 | i | 1 | 1 | -6 | 4
N=c1n(CCO)c2ccccc2n1CCOc1ccc(Cl)cc1Cl | 0.0 | 10 | 1.9 | -1 | -6 | i | 7 | -12 | 3 | -4
N#Cc1csc(CCNC(=O)c2ccccc2)n1 | -1.2 | 7 | -0.2 | -3 | nt | i | -4 | 6 | -2 | 3
Cc1cc(C)c(NC(=O)COC(=O)c2nc3nccc(C)n3n2)c(Cl)c1 | -1.9 | 11 | -0.2 | -3 | -5 | i | 3 | -1 | 3 | 1
CCc1cccc(N=c2c([N+](=O)[O-])nn(-c3ccc(Cl)cc3)n2O)c1 | 1.3 | -5 | -0.3 | -10 | -6 | i | 3 | -25 | -1 | 0
CC(=O)Oc1ccc(-c2nc3ccccc3c(=O)o2)cc1 | -0.8 | 2 | 0.1 | -1 | -5 | i | 4 | 1 | -1 | 0
CC(/C=C/c1cccc([N+](=O)[O-])c1)=N\NC(=O)c1ccncc1 | -1.3 | 6 | -0.8 | -2 | -5 | i | 6 | -23 | 2 | -2
CC1SCC(=O)N(CC(=O)NC2CCCCC2)C1=O (centres undefined) | -0.7 | 6 | -1.6 | -2 | 5 | i | 14 | 2 | 2 | -1
O=C(CCN1C(=O)c2ccccc2C1=O)N(CCO)Cc1ccccc1 | -1.4 | -18 | -1.5 | -6 | -3 | i | 0 | -5 | -3 | 3
O=C(CCN1C(=O)COc2ccccc21)NCCCN1CCN(c2ccc(F)cc2)CC1 | -1.3 | 14 | 0.0 | 6 | -6 | i | -5 | -5 | -1 | -2
COc1ccc(NC(=O)Cn2nnc(C(=O)NCc3cccs3)c2N)cc1Cl | 12 | 3 | 0.6 | 6 | -2 | i | 5 | 3 | 9 | 0
CN(CC(=O)Nc1ccccc1C(F)(F)F)C(=O)CC1OC(=O)c2ccccc21 (centres undefined) | -1.1 | -6 | -0.3 | 2 | 1 | i | -4 | 8 | -3 | -2
Cc1cc(C)n2c(SCC(O)=C(C#N)c3nc4ccccc4[nH]3)nnc2n1 | 37 | -22 | -0.3 | 25 | 33 | i | 13 | 18 | 25 | 0
COc1ccc(C(=O)Nc2ccc(OCc3ccccc3)cc2)cc1[N+](=O)[O-] | 0.2 | 8 | 0.4 | 11 | -13 | i | -4 | 0 | -2 | 1
CC1CC(C)CN(C(=O)C2CCN(S(=O)(=O)c3c(Cl)cccc3Cl)CC2)C1 (centres undefined) | 0.5 | 4 | 0.7 | 3 | 7 | i | 3 | 2 | -2 | -2
O=C(CCN1C(=O)c2ccccc2S1(=O)=O)Nc1ccc(C(=O)O)cc1 | -2.5 | 0 | -0.3 | -5 | -1 | i | -4 | 2 | 7 | -2
Cc1sc2ncnc(N3CCC(C(=O)NNC(=O)c4ccc(F)cc4)CC3)c2c1C | 1.2 | -22 | -0.4 | 3 | -4 | i | -4 | 1 | -14 | 0
COc1ccc(N2C(=O)S[C@@H]3CS(=O)(=O)C[C@@H]32)cc1 | -1.7 | -1 | -0.1 | -3 | -3 | i | -2 | 1 | 0 | 1
CCOC(=O)CSc1nnc(NC(=O)CN2CCCCC2)s1 | -1.1 | 12 | -1.1 | -7 | -9 | i | -2 | -2 | 2 | 2
O=C(O)CC(c1ccc(Cl)cc1)n1cccc1 (centres undefined) | -2.6 | -10 | -0.8 | -3 | -12 | i | 4 | 4 | 0 | 3
NC(=O)c1ccccc1NC(=O)c1cccc(C(=O)Nc2ccccc2C(N)=O)n1 | 0.0 | 6 | -0.6 | 10 | -4 | i | 35* | -12 | 15 | 0
CCOc1ccc(C(CC(=O)O)NC(=O)Cc2ccc(Cl)cc2)cc1 (centres undefined) | -1.9 | 10 | -0.7 | -1 | -9 | i | 3 | 1 | 1 | -2
CC12CC3CC(C)(C1)CC(CN)(C3)C2 | 1.1 | 3 | -0.8 | 3 | 6 | i | -4 | 0 | 3 | -1
COc1ccc(OC)c(N(CC(=O)N2CCCC2)S(=O)(=O)c2ccccc2)c1 | -1.0 | 7 | -1.0 | -4 | -4 | i | -2 | 5 | 4 | -3
Nc1c(C(=O)Nc2ccc3c(c2)OCCO3)nnn1Cc1cccc(Cl)c1 | 1.6 | 11 | -0.3 | -8 | nt | i | 27 | 4 | -2 | -4
CCOC(=O)c1cc(-c2cccnc2)nn1-c1ccccc1 | 2.4 | -10 | -1.4 | 4 | 9 | i | -4 | 0 | -1 | -2
CCOc1ccc2oc(C(=O)Nc3ccc4c(c3)OCO4)c(C)c2c1 | 3.2 | -4 | 0.8 | -16 | 2 | i | -2 | 7 | -6 | 0
O=C(NCc1ccccc1)C(=O)NCC1OCCN1C(=O)c1cccs1 (centres undefined) | -0.7 | 10 | 0.6 | -6 | -11 | i | -5 | 0 | -1 | -2
O=C(COC(=O)C1CC(=O)N(Cc2ccco2)C1)c1ccc(OC(=O)c2ccccc2)cc1 (centres undefined) | 1.4 | -7 | -0.4 | -1 | 12 | i | 4 | 2 | 41 | 1

Shown with two lines to a compound: 3 of the compounds above.
Every second line gives: LMPTP block | PABP1 MLLE inh | Tb MetRS inh | NadD inh | Scp-1 inhibitor | Rpn11 block | CSN deneddyl inh | SUMO1 PPI mod | DNMT1 block | STEP block
- CCOc1ccc(C(CC(=O)O)NC(=O)Cc2ccc(Cl)cc2)cc1 (centres undefined)
    -1.9 | 10 | -0.7 | -1 | -9 | i | 3 | 1 | 1 | -2
- CC12CC3CC(C)(C1)CC(CN)(C3)C2
    1.1 | 3 | -0.8 | 3 | 6 | i | -4 | 0 | 3 | -1
- COc1ccc(OC)c(N(CC(=O)N2CCCC2)S(=O)(=O)c2ccccc2)c1
    -1.0 | 7 | -1.0 | -4 | -4 | i | -2 | 5 | 4 | -3

(more compounds)
SMILES | LMPTP block | PABP1 MLLE inh | Tb MetRS inh | NadD inh | Scp-1 inhibitor | Rpn11 block | CSN deneddyl inh | SUMO1 PPI mod | DNMT1 block | STEP block
COc1ccccc1C(=O)NCC(=O)N1CC=C(c2ccccc2)CC1 | 0.4 | -2 | -0.3 | -8 | -7 | i | 4 | -2 | 1 | -1
Cc1cccc(N(CC(=O)NC(C)(C)C)C(=O)CS(=O)CC(=O)Nc2ccc(F)cc2)c1 (centres undefined) | 0.4 | -11 | 0.1 | 5 | 2 | i | 2 | -2 | 2 | -2
O=c1nc(-c2ccccc2)cc(C(F)(F)F)[nH]1 | -1.1 | -6 | 0.3 | -1 | -5 | i | -4 | 1 | 5 | -2
O=C(O)c1ccc(S(=O)(=O)NCc2cccnc2)cc1 | -0.7 | 0 | 0.2 | -1 | -15 | i | -2 | 1 | 1 | -1
CN1CCN(C(=O)/C=C/c2ccc([N+](=O)[O-])o2)CC1 | -3.4 | 11 | -0.4 | -7 | -15 | i | 1 | -22 | 4 | 4
O=C1c2ccccc2NC(c2ccc(O)c(O)c2)N1c1ccccc1Cl (centres undefined) | 0.8 | -19 | -0.2 | 4 | 1 | i | -6 | -3 | 6 | -2
COc1ccc(OCC(=O)Nc2ccc3c(c2)OCO3)cc1 | 1.3 | 18 | -0.7 | -1 | 2 | i | 0 | -2 | -6 | 0
COc1ccc(CC(=O)NCC2CCCN(Cc3ccc(SC)cc3)C2)cc1 (centres undefined) | -2.1 | -1 | -0.5 | -7 | -6 | i | 4 | 5 | -3 | -5
